BAP1 inh: human BAP1 deubiquitinase inhibition | 72,000 compounds, 0.48% hits | Q92560 | recombinant BAP1, Ub-AMC hydrolysis fluorescence kinetic; active compounds read low | activity remaining (% of control), % at 20 µM | AID 436;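 active = activity remaining at or below 50% of control, provided the compound also passes the data quality filters; inactive = the rest, including low values that fail the filters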;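 also: 100% = DMSO wells rate and 0% = substrate alone blank rate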
Target sequence (Q92560 whole entry, looked up): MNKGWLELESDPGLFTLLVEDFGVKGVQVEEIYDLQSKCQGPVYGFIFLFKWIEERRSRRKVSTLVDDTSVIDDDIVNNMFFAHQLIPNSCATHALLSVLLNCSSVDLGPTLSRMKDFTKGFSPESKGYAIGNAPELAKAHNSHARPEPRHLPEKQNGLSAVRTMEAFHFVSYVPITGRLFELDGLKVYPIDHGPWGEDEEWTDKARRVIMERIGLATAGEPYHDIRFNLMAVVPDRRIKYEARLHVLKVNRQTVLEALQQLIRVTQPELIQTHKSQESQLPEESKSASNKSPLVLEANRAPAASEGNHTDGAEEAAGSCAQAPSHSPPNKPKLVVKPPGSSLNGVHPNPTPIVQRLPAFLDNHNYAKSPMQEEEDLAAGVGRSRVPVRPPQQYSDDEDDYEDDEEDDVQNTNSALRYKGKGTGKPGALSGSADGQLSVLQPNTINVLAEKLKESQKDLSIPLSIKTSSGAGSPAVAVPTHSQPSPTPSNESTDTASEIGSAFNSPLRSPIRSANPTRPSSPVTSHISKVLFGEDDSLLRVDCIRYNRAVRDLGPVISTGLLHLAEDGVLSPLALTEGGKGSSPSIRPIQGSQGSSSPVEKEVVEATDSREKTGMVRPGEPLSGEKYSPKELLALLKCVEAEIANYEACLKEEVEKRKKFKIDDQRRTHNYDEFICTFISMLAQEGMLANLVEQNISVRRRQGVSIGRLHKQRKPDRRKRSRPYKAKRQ
HePTP inhibitor: human HePTP phosphatase inhibition | P35236 | recombinant HePTP phosphatase activity, OD absorbance | inhibition, % at 20 µM | 110,000 compounds, 0.64% hits | AID 521; in the data active = inhibition above about 50%;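 also: plate controls were vehicle for no effect and reference inhibitor for full effect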
Target sequence (P35236 whole entry, looked up): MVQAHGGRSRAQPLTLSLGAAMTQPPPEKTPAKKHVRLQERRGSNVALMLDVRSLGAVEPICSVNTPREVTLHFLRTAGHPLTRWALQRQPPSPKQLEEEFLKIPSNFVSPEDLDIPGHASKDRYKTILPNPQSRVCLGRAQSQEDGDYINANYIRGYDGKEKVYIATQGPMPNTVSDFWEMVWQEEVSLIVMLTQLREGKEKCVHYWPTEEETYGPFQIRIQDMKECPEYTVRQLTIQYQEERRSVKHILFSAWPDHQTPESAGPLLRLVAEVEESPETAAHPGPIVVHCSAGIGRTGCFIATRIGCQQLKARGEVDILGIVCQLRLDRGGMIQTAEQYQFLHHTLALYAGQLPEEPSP
An asterisk follows results filed as active; · = not tested or not shown; & = joins results of further samples. An unsorted share of the library; 0.95% or so of the library scored in one or more.

SMILES | BAP1 inh | HePTP inhibitor
O=C(Nc1ccc2c(c1)oc1ccccc12)C1CC1 | 108.8 | 0.3
CC12CCC(C(=O)N3CCCCC3)(OC1=O)C2(C)C (stereo not given) | 132.2 | ·
CC(NC(=O)Cc1ccccc1)c1ccc(Cl)c(Cl)c1 (stereo not given) | · | 10.6
CCn1c2ccccc2c2cc(/C=C(\C#N)C(N)=O)ccc21 | · | 5.2
COc1ccc(CNc2nc3ccccc3n2CCN2CCCCC2)c(OC)c1 | 102.0 | -2.3
COc1ccc(N2C(=O)/C(=C\c3ccc4c(c3)OCO4)SC2=S)cc1 | · | 5.3
COc1ccc(NC(=O)c2cccc([N+](=O)[O-])c2C)c(OC)c1 | 70.3 | -1.2
O=C(O)CC1S/C(=N\N=C\c2ccc(N3CCOCC3)cc2)NC1=O (stereo not given) | · | -7.3
COc1ccc(OC)c(NC(=O)c2ccc3c(c2)C(=O)N(c2cccc([N+](=O)[O-])c2)C3=O)c1 | · | 3.6
CC(C)c1nc(=S)n(-c2ccccc2)[nH]1 | 112.4 | 3.3
COC(=O)C(C)Oc1cc2oc(=O)cc(-c3ccccc3)c2cc1Cl (stereo not given) | · | -7.2
CCc1ccc2oc(-c3cc(N)cc(C)c3O)nc2c1 | 51.8 | 1.4
COc1ccccc1C(=O)OCn1nnc2ccccc2c1=O | 100.0 | 7.5
CN1CCCN(C(=O)c2cc(=O)[nH]c3ccccc23)c2nc3ccccc3nc21 | 82.3 | 0.3
CN1CCN(C2=C(Cl)C(=O)N(c3ccc(Cl)c(Cl)c3)C2=O)CC1 | · | 2.9
CC(=O)c1ccc(NC(=O)Cc2ccc(Br)cc2)cc1 | · | 5.5
CC(=O)c1ccc(NC(=O)N2CCN(c3cccc(Cl)c3)CC2)cc1 | 127.7 | 9.5
O=S(=O)(c1cccc(C(F)(F)F)c1)N1CCC(O)(c2cccnc2)CC1 | 93.3 | 5.5
CC(=O)N(CN1C(=O)c2ccccc2C1=O)c1cccc(C)c1 | 105.4 | 7.1
Cc1ccc(/C=C(\C#N)c2nc3ccccc3n2C)o1 | · | 0.2
O=C(c1cccc(F)c1)N1CCN(C(=O)c2cccs2)CC1 | · | 3.9
Cc1cc(C)c(C(=O)CN2C(=O)CCC2=O)cc1C | 117.5 | 9.9
C=C1CSc2nc(=O)c3c(C)c(C)sc3n21 | 92.5 | 2.7&3.4
Cc1cc(Nc2ccccc2C(=O)O)nc2nc3ccccc3c(=O)n12 | 79.9 | 4.3
CN(c1ccccc1C(N)=O)S(=O)(=O)c1ccccc1 | 141.1 | 17.5
Cc1cc(C)nc(Sc2c(C)n[nH]c2C)n1 | 111.1 | -0.1
Cc1ccc(N2C(=O)CC(N3CCN(C4CCc5ccccc5C4)CC3)C2=O)cc1 (stereo not given) | 108.0 | 6.1
COc1cc(C(=O)Nc2ccc(NC(=O)c3ccccc3)c(Cl)c2)cc(OC)c1OC | 53.4 | ·
Cc1nc(/N=C(\N)Nc2ccccc2)nc2ccccc12 | 92.7 | -11.1
COc1ccccc1N1C(=O)C2ON(c3ccccc3)C(c3ccc(N(C)C)cc3)C2C1=O (stereo not given) | 69.1 | 7.0
CCCCOC(=O)c1ccc(NC(=O)c2cccc(Cl)c2Cl)cc1 | · | -3.7
COc1ccccc1-c1n[nH]c(=S)n1-c1ccccc1 | 96.0 | 6.7
O=[N+]([O-])c1cccc2c1=C1C(Cl)=CC=C1C=2 | · | -12.4
COc1ccccc1NCN1C(=O)C2CCCCC2C1=O (stereo not given) | · | -1.7
Cn1c(=O)n(C)c2cc(C(=O)c3ccccc3)ccc21 | 87.3 | 2.4
O=C(CC(CC(=O)c1ccccc1)C(=O)O)c1ccccc1 | 90.1 | -6.1
COc1ccc(S(=O)(=O)N2CCN(Cc3c[nH]c4ccccc34)CC2)cc1 | 99.8 | 3.7
Nc1c2c(nc3ccn(-c4ccccc4)c(=O)c13)CCCCC2 | 94.7 | 0.0
Cc1ccc(C)c(NC(=O)CSc2nnnn2-c2ccccc2)c1 | 82.7 | ·
COC(=O)c1cc(NC(=O)Cc2ccccc2[N+](=O)[O-])cc(C(=O)OC)c1 | · | -1.2
CCn1c(SCC(=O)Nc2ccc(OC)c(OC)c2)nnc1-c1cccs1 | 116.7 | 9.1
Cn1c(=O)[nH]c(=O)c2c1nc(N1CCCC1)n2CCCSc1nc2ccccc2o1 | · | -1.1
COc1ccccc1-c1c(C)nn2c(C)cc(C)nc12 | 95.3 | 2.6
COc1ccc(CCN2C(=O)c3[nH]nc(-c4ccccc4O)c3C2c2ccc(C)cc2)cc1OC (stereo not given) | 122.4 | 5.2
Cc1ccc2[nH]c(O)c(N=Nc3ccc([N+](=O)[O-])cc3)c2c1 | · | -4.3
O=[n+]1cc(-c2ccccc2)n([O-])c2c1CCC2 | 78.7 | 1.9
CC(=O)Nc1nonc1NC(C)=O | 104.5 | 0.8
CCOc1ccccc1N(CC(N)=O)S(=O)(=O)c1ccccc1 | · | -0.9
CC(C)(C)CC(C)(C)NS(=O)(=O)c1ccc([N+](=O)[O-])cc1 | · | -9.1
COc1cccc(-c2nc(N3CC(C)CC(C)C3)c3ccccc3n2)c1O (stereo not given) | 52.8 | 6.1
CC(=O)Nc1ccc(SCC(=O)OCC(=O)NC(=O)NCc2ccco2)cc1 | 119.7 | 4.5
CC(=O)c1cc(-c2ccc(F)cc2)n(CC(=O)NCc2cccs2)c1C | 103.4 | -4.8
CCCCC[C@H](O)/C=C/[C@@H]1[C@@H](CCCCCCC(=O)O)[C@@H](O)C[C@H]1O | 114.4 | 5.8
CCCCN(C(=O)Cn1nnc2ccccc21)C(C(=O)NCCOC)c1ccc(OC)cc1OC (stereo not given) | 111.9 | -0.6
Cc1ccccc1COc1ccc2oc(C)c(C(=O)O)c2c1 | · | 10.1
COCCNC(=O)C(c1cccc(OC)c1)N(Cc1cccs1)C(=O)Cn1nnc2ccccc21 (stereo not given) | 100.5 | 7.0
CC/C(=N\O)C(C)(C)/[N+]([O-])=C/c1ccc(Br)cc1 | 102.7 | 3.2
COc1ccc(N(CC(=O)Nc2ccc(I)cc2)S(=O)(=O)c2ccc(C)cc2)c(OC)c1 | · | 4.4
O=C1Nc2ccccc2/C1=N\N1CCN(c2ccccc2)CC1 | · | -7.9
CC1CCN(C(c2ccc(N(C)C)cc2)c2nnnn2C(C)(C)C)CC1 (stereo not given) | 92.5 | -4.5

As a working copy, some entries already given:
SMILES | BAP1 inh | HePTP inhibitor
CC(C)(C)CC(C)(C)NS(=O)(=O)c1ccc([N+](=O)[O-])cc1 | · | -9.1
COc1cccc(-c2nc(N3CC(C)CC(C)C3)c3ccccc3n2)c1O (stereo not given) | 52.8 | 6.1
CC(=O)Nc1ccc(SCC(=O)OCC(=O)NC(=O)NCc2ccco2)cc1 | 119.7 | 4.5
CC(=O)c1cc(-c2ccc(F)cc2)n(CC(=O)NCc2cccs2)c1C | 103.4 | -4.8
CCCCC[C@H](O)/C=C/[C@@H]1[C@@H](CCCCCCC(=O)O)[C@@H](O)C[C@H]1O | 114.4 | 5.8

One compound at a time, as listed above. Values in the order: BAP1 inh	HePTP inhibitor
CC/C(=N\O)C(C)(C)/[N+]([O-])=C/c1ccc(Br)cc1 is listed as 102.7	3.2
CC(=O)Nc1nonc1NC(C)=O is listed as 104.5	0.8
COc1ccc(N(CC(=O)Nc2ccc(I)cc2)S(=O)(=O)c2ccc(C)cc2)c(OC)c1 is listed as ·	4.4
CC1CCN(C(c2ccc(N(C)C)cc2)c2nnnn2C(C)(C)C)CC1 (stereo not given) is listed as 92.5	-4.5
COCCNC(=O)C(c1cccc(OC)c1)N(Cc1cccs1)C(=O)Cn1nnc2ccccc21 (stereo not given) is listed as 100.5	7.0

Additional records
SMILES | BAP1 inh | HePTP inhibitor
CCCOc1ccc(N2CC(C(=O)NC(C)C)CC2=O)cc1 (stereo not given) | 101.5 | 10.8
Cc1ccc2nc(-c3ccc(NC(=O)c4ccco4)cc3)[nH]c2c1 | 116.4 | 10.5
COC(C(=O)Nc1cccc(F)c1)c1ccccc1 (stereo not given) | 101.9 | 7.4
O=C(O)c1ccccc1C1=Nc2ccc(O)cc2Oc2cc(O)ccc21 | 65.9 | -1.6
O=C(c1cc2n(n1)C(C(F)(F)F)CC(c1ccc(Cl)cc1)N2)N1CCN(c2ccccc2)CC1 (stereo not given) | · | 9.9
CC(=O)Nc1ccccc1NC(=O)c1ccccc1Br | · | 7.3
Cc1c(Cl)c(C(F)(F)F)nn1CC(=O)N1CCN(c2ccc(F)cc2)CC1 | · | -4.8
c1cc(-c2nc3ccccc3o2)nc(-c2nc3ccccc3o2)c1 | 101.3 | 22.9
Cc1csc2nc(CNC(=O)c3ccco3)cn12 | 93.9 | 2.1
O=C(Cn1ncc2c(=O)oc3ccccc3c21)N(Cc1ccco1)C1CCCCC1 | 88.0 | 4.6
Cc1ccccc1C(=O)Nc1cccc(F)c1 | 159.7 | ·
CCOC(=O)C1CCN(C(=S)NC23CC4CC(CC(C4)C2)C3)CC1 | · | -10.9
COC(=O)CSc1nnc(-c2ccc(NS(=O)(=O)c3ccccc3)cc2)o1 | 99.5 | -0.7
c1cc(-c2nc3cc(Oc4ccc5oc(-c6ccncc6)nc5c4)ccc3o2)ccn1 | 64.3 | 9.7
CSc1nnc(CNC(=O)c2ccccc2)n1-c1ccc(F)cc1 | 89.9 | -12.8

Two records drawn at random from those above, as already listed:
SMILES | BAP1 inh | HePTP inhibitor
O=C(O)c1ccccc1C1=Nc2ccc(O)cc2Oc2cc(O)ccc21 | 65.9 | -1.6
Cc1ccccc1C(=O)Nc1cccc(F)c1 | 159.7 | ·

Further results.
SMILES | BAP1 inh | HePTP inhibitor
COC(=O)C1=C(C)NC2=C(C(=O)c3ccccc32)C1c1ccc(-c2ccc(Cl)cc2)o1 (stereo not given) | · | -10.7
CCOc1ccc(/C=C2\C(=O)NC(=S)N(c3ccc(Br)cc3)C2=O)cc1Cl | · | 6.7
COc1cccc(C2CC(c3cccc(OC)c3)n3nc(N)nc3N2)c1 (stereo not given) | 85.2 | -2.0
COc1ccc(C(=O)NCCn2cc(SCC(=O)Nc3cc(C)on3)c3ccccc32)cc1OC | 106.0 | -7.7
CC(=O)C1(C)CC(C#N)(C#N)C(C#N)=C1N (stereo not given) | · | 6.8
COc1ccc2oc(=O)c(C(=O)Nc3cccc(C(C)=O)c3)cc2c1 | · | 5.9
CCc1ccc(NC(=O)c2ccc(-c3ccccc3)cc2)cc1 | · | 0.1
O=C(c1ccc(CSCc2ccccc2F)o1)N1CCN(c2ccc(N3CCOCC3)nn2)CC1 | 86.3 | 11.5
CC(C)NC(=O)C1C(c2ccccc2)=C1c1ccccc1 | · | 7.5
COc1ccc(/C=C2\SC(=S)N(c3ccc(F)cc3)C2=O)cc1OC | · | -8.6
COc1cccc(Oc2nc(N)[nH]c(=O)c2Br)c1 | · | 1.4
COc1cc([C@@H]2[C@H]3CNCC=C3C(C#N)=C(N)C2(C#N)C#N)ccc1OC(C)C | 100.0 | -0.5
CNC(=O)CN(c1cccc2ccccc12)S(C)(=O)=O | 86.4 | 2.3
CCOC(=O)N1CCN(c2nc(C(F)(F)F)nc3c(C)cc(C)cc23)CC1 | · | -11.7
C[C@]12C[C@H](O)[C@H]3[C@@H](CCC4=CC(=O)CC[C@@]43C)[C@@H]1CC[C@@H]2C(=O)CO | 82.0&93.1 | 8.1
C#CCOc1c(Br)cc(/C=C2\C(=O)NC(=O)N(c3ccc(Cl)cc3)C2=O)cc1OC | · | 7.2
O=C(OC/C=C/c1ccccc1)C(C(F)(F)F)C(F)(F)F | · | 3.3
CC(C)c1ccc(N2C(=O)c3ccccc3NC2c2ccc3c(c2)OCO3)cc1 (stereo not given) | · | -6.8
O=C(NN1C(=O)C2CC=CCC2C1=O)c1ccncc1 (stereo not given) | · | 7.7
COc1cc(S(=O)(=O)N(Cc2cccs2)CC2CCCO2)ccc1-n1cnnn1 (stereo not given) | 98.9 | 4.4
O=C(CSc1nc2ccccc2[nH]1)N/N=C/c1ccc(Cl)cc1Cl | · | 2.0
CCOC(=O)c1cc(OC(=O)c2cccnc2)n(-c2ccccc2)n1 | 106.8 | 6.3
Cc1occc1C(=O)Nc1ccccc1NC(=O)c1ccoc1C | 69.1 | 7.4
O=C(O)c1cccc(COc2ccc(C=C3C(=O)c4ccccc4C3=O)cc2)c1 | · | 13.9
C/C(=N\O)c1c(C)c2ccccc2n1C | 78.0 | 3.7
Oc1ccccc1Nc1nc(NCC2CCCO2)c2ccccc2n1 (stereo not given) | 52.0 | 6.1
COc1ccc(C2=C/C(=C/c3ccc([N+](=O)[O-])cc3)C(=O)O2)c(OC)c1 | · | 1.4
O=C(Cn1cnc2ccccc2c1=O)N(Cc1ccco1)c1ccc(O)cc1 | 94.6 | 3.5
Cn1cccc1CN1CCN(C2CCCCC2)CC1 | · | 3.8
COc1ccc(NC(=O)c2cc3n(n2)C(C(F)(F)F)CC(c2ccc(Cl)c(Cl)c2)N3)c(OC)c1 (stereo not given) | · | -11.1
COc1ccc(/C=C2\SC(N3CCC(C)CC3)=NC2=O)cc1 | · | -6.5
CCOC(=O)c1c(C)n(C)c2ccc(OC)c(NC(=O)c3cccs3)c12 | 79.5 | 6.7
CCOC(=O)c1ccc(NS(=O)(=O)c2cccc3nsnc23)cc1 | 86.3 | -3.8
COCc1[nH]nc2c1C1(C(=O)Nc3ccc(F)cc31)C(C#N)=C(N)O2 (stereo not given) | 100.6 | 8.5
CC(C)OCC(O)Cn1c2ccccc2c2ccccc21 (stereo not given) | · | -12.7
COc1ccccc1-c1nnc(NC(=O)C(C)C)s1 | 93.9 | 2.8
Cc1c(Cc2ccccc2)c(NCCN(C)C)n2c(nc3ccccc32)c1C#N | · | 3.9
CCC(=O)N/C(N)=N/c1nc2ccccc2s1 | · | 6.4
Cn1c(=O)c2c(nc(SCCN3CCCCC3)n2Cc2ccccc2)n(C)c1=O | 110.0 | 12.4
O=C(NCC1COc2ccccc2O1)c1cn(Cc2ccc(F)cc2)nn1 (stereo not given) | 103.0 | -2.1

Assay outcomes from PubChem BioAssay.
